IMPase inh – membrane-permeable compound that blocks inositol monophosphatase; P97697; CHO-M1 cells, IP1 accumulation, HTRF TR-FRET ratio; inhibition (IP1 accumulation), % at 46.1 µM; 120,000 tested, under 10 active; AID 901; active means well fitted curve in the direction sought with a large enough effect in the signal ratio, not every such curve was filed as active; inconclusive means small, poorly fitted or top-dose-only effect, or a change in a side signal; inactive means no such curve, though single readings can be large or run the other way; the % refers to the signal ratio;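 further: cells stimulated with carbachol in lithium chloride buffer; plate controls were DMSO basal wells for no effect and reference inhibitor wells for full effect; higher means more IMPase inhibition seen as more IP1 and lower FRET ratio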
Target sequence (P97697 whole entry, looked up): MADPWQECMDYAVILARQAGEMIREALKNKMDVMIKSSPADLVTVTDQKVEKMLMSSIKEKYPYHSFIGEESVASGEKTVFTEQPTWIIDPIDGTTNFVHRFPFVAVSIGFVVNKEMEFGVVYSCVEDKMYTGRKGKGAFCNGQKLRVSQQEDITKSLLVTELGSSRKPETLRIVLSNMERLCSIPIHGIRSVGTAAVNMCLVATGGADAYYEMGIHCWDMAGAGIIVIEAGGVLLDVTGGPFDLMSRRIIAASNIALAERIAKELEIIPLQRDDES
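CHO-M1, 2000 cells/well, cultured 16–30 h; cpd up to 46 uM; carbachol (50 uM solution, stimulation buffer w/ 50 mM LiCl, pH 7.4), 30 min 37C; IP-One TR-FRET, 10 min RT; Ex 320/Em 665, 620; Hill-fit AC50.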
ALOX12 inhib – 12-hLO (ALOX12) enzyme inhibition; P18054; purified 12-hLO, xylenol orange hydroperoxide absorbance; Potency, µM (highest dose often 57.1 µM), for the others: at the highest dose activity change, negative = inhibition, most hits filed as inhibitors; actives 0.12% (n = 150,000); further: potency means the concentration at half of the fitted maximal effect; nearly all actives have a fitted effect of over 55% in size; many of its hits are not listed in these tables
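Xylenol orange chromogenic assay: hydroperoxide from 12hLO oxidises Fe(II), giving red-shifted Fe(III)-XO absorbance. Conditions: 150 nM enzyme, 40 uM arachidonic acid, 25 mM Hepes pH 7.0, 0.01% Triton X-100, 30 min, room temperature.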
15-hLO-2 inh – blocks human 15-lipoxygenase 2 activity; O15296; purified 15hLO-2, xylenol orange hydroperoxide absorbance; Potency, µM (top dose mostly 57.1 µM), without a hit: at the highest dose activity change, negative = inhibition, most hits filed as inhibitors; actives 0.56% (n = 110,000); further: potency means the concentration at half of the fitted maximal effect; nearly all actives have a fitted effect of over 60% in size; many of its hits are not listed in these tables
Target sequence (O15296 whole entry, looked up): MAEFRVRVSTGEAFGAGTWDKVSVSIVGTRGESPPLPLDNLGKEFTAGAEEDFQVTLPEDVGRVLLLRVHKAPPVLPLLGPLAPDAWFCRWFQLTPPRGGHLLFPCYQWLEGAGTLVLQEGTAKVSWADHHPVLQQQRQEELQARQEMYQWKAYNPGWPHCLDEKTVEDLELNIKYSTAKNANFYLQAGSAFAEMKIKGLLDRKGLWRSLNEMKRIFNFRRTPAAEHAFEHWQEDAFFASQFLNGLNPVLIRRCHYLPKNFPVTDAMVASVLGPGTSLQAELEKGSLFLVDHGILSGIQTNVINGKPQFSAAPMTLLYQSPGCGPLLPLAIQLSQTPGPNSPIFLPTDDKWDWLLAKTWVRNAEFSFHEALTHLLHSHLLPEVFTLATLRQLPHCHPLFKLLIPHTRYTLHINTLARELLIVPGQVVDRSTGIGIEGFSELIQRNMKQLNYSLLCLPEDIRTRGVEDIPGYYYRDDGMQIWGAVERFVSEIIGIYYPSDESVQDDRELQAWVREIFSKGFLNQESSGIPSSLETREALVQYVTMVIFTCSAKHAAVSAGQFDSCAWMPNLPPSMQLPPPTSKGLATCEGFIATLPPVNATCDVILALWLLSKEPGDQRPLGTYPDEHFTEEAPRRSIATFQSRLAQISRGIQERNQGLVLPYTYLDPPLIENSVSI
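Screening format was qHTS against 50 nM purified 15hLO-2 in Hepes pH 7.5 with detergent. Activity follows hydroperoxide formation from 45 uM arachidonic acid, measured as 573:405 nm absorbance ratio of the ferric-xylenol orange complex.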
PNC assembly inh – inhibitors of perinucleolar compartment assembly; actives 3.1% (n = 140,000); PC3M PTB-GFP, PNC prevalence imaging, 16 h; stronger effect = lower value; activity change (PNC), negative = inhibition, % at 10 µM;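 active means readout at or below -70, meaning at least 70% loss of cells showing the perinucleolar compartment, a nuclear body marking cancer cells; inconclusive means readout between -30 and a set limit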;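 further: plate controls were DMSO wells for no effect and camptothecin positive control wells for full effect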
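Read-out is percentage of cells bearing a perinucleolar compartment, from automated 20x imaging of fixed, Hoechst-stained PC3M PTB-GFP cells. Cells were seeded 4 h, then exposed 16 h to compound (23 nl of library stock) in duplicate plates.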
* = called active by the depositor; ? = inconclusive; · = not tested or not shown; [ ] = dose if it differs, or a comment. Unless noted, the call rests on the fitted dose curve; in most records, active means well fitted curve in the direction sought with a large enough effect; inconclusive means small, poorly fitted or top-dose-only effect, or another doubt; inactive means no such curve, though single readings can be large; an effect the other way counts as inactive or inconclusive. Unless noted, on the % scale 0 is the no-effect control and ±100 the full control effect.

Each structure is followed by: PNC assembly inh | 15-hLO-2 inh | ALOX12 inhib | IMPase inh
> CCCn1c(=O)c(C(=O)Nc2ccccc2C(=O)OCC)c(O)c2ccccc21
  -12 | 5% | -18% | 2
> O=C(Nc1nccs1)c1cc(-c2ccccc2)nc2ccccc12
  54 | · | 0% | ·
> O=C(NCCN1CCCCC1)c1ccc(=O)oc1
  -12 | 11% | -10% | 1
> Cc1ccc(/C=C/C(O)=C2/C(=O)N(C)C3(C)CC2c2ccccc2O3)cc1 (stereo unspecified)
  40 | 21% | -12% | 4
> CCc1ccccc1-n1c(-c2ccncc2)n[nH]c1=S
  ? | ? | -25% | -3
> c1nnc(NC2=NCCC2)s1
  -111* | 1% | 1% | 2
> COc1cc(NS(=O)(=O)c2ccc(NC(=O)C3CCCO3)cc2)nc(OC)n1 (stereo unspecified)
  16 | -1% | -3% | 14
> O=C(N1CCOCC1)C12CCC3CC(CC(C3)C1)C2
  3 | -3% | -2% | -4
> CCOc1ccc(Cn2c3ccc(OC)cc3c3nc4ccccc4nc32)cc1
  -89* | · | -1% | ·
> COc1cc(C2CC(=O)Oc3cc(O)ccc32)cc(OC)c1OC (stereo unspecified)
  · | -5%[0.0915 µM] | -3%[0.00818 µM] | ·
> CCNC(=O)NC(=O)C(C)SCc1ccccc1C (stereo unspecified)
  ? | 2% | 3% | -1
> O=c1c2cc(Br)ccc2nc2n1CCCCC2
  26 | -6% | -1% | -3
> CCCN(CCO)Cc1cccc(Cl)c1
  -12 | 8%[2.29 µM] | -8% | 2
> CCOCC(=O)Nc1ccc2c(c1)OCCO2
  ? | -3% | -1% | -5
> O=C1CCCC2=C1C(c1cccs1)n1nc(SCc3ccccc3)nc1N2 (stereo unspecified)
  6 | -3% | 0% | 2
> Cn1cccc1C(=O)N1CCC2(CC1)CCN(c1ncccn1)CC2
  · | -4% | -4% | ·
> Cc1nnc2sc(SCC(=O)Nc3nccs3)nn2c1=O
  -12 | · | -2% | ·
> O=C(Nc1ccc(-c2noc(COc3ccccc3Cl)n2)cc1)c1ccco1
  ? | · | -1% | 3
> O=C(CSc1ccc2c(c1)OCCO2)Nc1cccc(S(=O)(=O)N2CCCCC2)c1
  -17 | · | -5% | ·
> O=C(CC(c1ccccc1)c1ccccc1)NCCO
  -1 | -8% | -2% | 1
> COc1cc(C2CC(=O)Nc3ccccc3S2)cc(OC)c1OC (stereo unspecified)
  23 | 1% | -3% | 5
> Cc1cccc(C(c2c(C)nn(-c3ccccc3)c2N)c2c(C)nn(-c3ccccc3)c2N)c1
  2 | · | -3% | 3
> CC(/C=N/n1c(-c2ccco2)n[nH]c1=S)=C\c1ccco1
  62 | · | -14% | -2
> O=C(CC(C(=O)O)c1ccccc1)Nc1cccc2ccccc12 (stereo unspecified)
  ? | · | 0% | ·
> Cc1nnc(SCC(=O)N2CCOCC2)c2ccccc12
  -2 | -2% | -1% | 11
> COc1ccc(C2C(C(=O)c3cccs3)=C(O)C(=O)N2c2nnc(C)s2)cc1OC (stereo unspecified)
  17 | 29% | 9% | -12
> Cc1cc(C)cc(SCc2noc(C(=O)NCC3CCCO3)c2C(=O)O)c1 (stereo unspecified)
  -24 | -5% | 2% | 1
> COc1ccccc1C(=O)NCCc1nc2ccccc2[nH]1
  20 | 10% | -2% | ?
> Cc1c(C(=O)Nc2cnccn2)oc2ccccc12
  2 | 2% | 2% | 15
> O=[N+]([O-])c1cc(S(=O)(=O)Nc2ccccc2)ccc1NCc1ccccc1
  12 | · | 0% | 4
> CC(C)c1ccccc1N=C1SCCN1C1CCS(=O)(=O)C1 (stereo unspecified)
  26 | 1% | -4% | 1
> Cc1nnc(NCc2ccncc2)c2ccccc12
  49 | 6% | 2% | -1
> C/C(=N/NC(=O)c1ccc(Cl)s1)c1ccc(NC(=O)COc2ccc(Cl)cc2)cc1
  3 | -10% | -3% | 7
> NS(=O)(=O)c1ccc(CCNC(=O)C(=O)c2c[nH]c3ccccc23)cc1
  -5 | · | -1% | ·
> CNc1ncc(C(=O)c2ccc(Cl)c(Cl)c2)s1
  77 | · | 1% | 4
> Cn1c(-[n+]2c(-c3ccccc3)cc(-c3ccccc3)cc2-c2ccccc2)nc2cc([N+](=O)[O-])ccc21
  4 | · | -13% | ?
> Cc1ccc(-c2nn(-c3ccccc3)cc2CO)o1
  ? | · | -3% | 8
> COc1cc(OC)c(C2C(C#N)=C(N)OC3=C2C(=O)CC(C)(C)C3)cc1OC (stereo unspecified)
  ? | 11% | -17% | 8
> O=c1c2c([nH]c3ccccc13)CCCCCC2
  -16 | -1% | -2% | 5
> Cc1cc(CN2CCOCC2)c(O)c(C2(C)CCCCC2)c1
  ? | 12% | -6% | -1
> Cc1ccc(NC(=O)NNC(=O)C2CC(c3cccnc3)=NO2)cc1 (stereo unspecified)
  ? | -1% | 7% | 3
> COc1ccc(NC(=O)N2CCN(c3cccc(C(F)(F)F)c3)CC2)cc1OC
  -5 | 10% | -15% | 2
> CC(=O)C1(C)CC2=C(CCCC2(C)C)CC1C (stereo unspecified)
  · | -4% | -1% | ·
> Cc1ccc(C(=O)c2c(NC(=O)c3ccccc3)sc(C)c2C)cc1
  71 | -11% | 0% | 4
> CCC(C)NC(=O)CSc1ccc(NC(C)=O)cc1 (stereo unspecified)
  12 | -1% | 0% | 5
> CCNC(=S)N/N=C/c1c(C)nn(-c2cccc(Cl)c2)c1Cl
  -20 | · | 0% | ·
> COc1ccc(Nc2nc3ccccc3nc2C)cc1
  39 | 4% | -8% | 4
> O=C(N1CCN(c2ccc(F)cc2)CC1)C12CC3CC(CC(C3)C1)C2
  -27 | 10% | -6% | -5
> O=C(Nc1nc(-c2nc3ccccc3s2)cs1)C1CC1
  22 | 14% | -4% | 3
> CCN(CC)C(=O)C1CCC(C)(C(=O)O)C1(C)C (stereo unspecified)
  -28 | -1% | -2% | 7

(continued)
Each structure is followed by: PNC assembly inh | 15-hLO-2 inh | ALOX12 inhib | IMPase inh
> CCSc1nnc(NC(=O)c2nc(-c3ccccc3)n(-c3ccccc3)n2)s1
  -3 | 38%[activator] | 2% | 2
> Cc1nc(NCCN2CCOCC2)c2nnn(Cc3ccccc3Cl)c2n1
  -7 | 17% | 4% | 6
> O=C(c1cccc(Br)c1)N1CCN(C(=O)N2CCOCC2)CC1
  -3 | · | 5% | ?
> CCn1c(-c2cc(-c3cc(OC)ccc3OC)nc3ccccc23)n[nH]c1=S
  ? | -9% | 1% | -1
> COc1ccc(CCNc2cc(C)nc3c(-c4ccccc4)c(C)nn23)cc1OC
  44 | · | -3% | -13
> O=C1c2cnc3nc(SCc4ccc(Cl)cc4)nn3c2CC2c3ccccc3CCN12 (stereo unspecified)
  2 | -13% | -6% | ?
> CC(=O)N(c1ccc(Cl)cc1)c1c[nH]c2ccccc12
  0 | -23% | -5% | ?
> CS(=O)(=O)Nc1ccccc1C(=O)Nc1cccc(Cl)c1
  46 | 3% | 13% | 10
> COc1cc(/C=N/n2c(C)nnc2C)cc(OC)c1OC
  6 | 3% | 4% | 5
> C=CCn1c(SCC(=O)NC2CCS(=O)(=O)C2)nc2sc(CC)cc2c1=O (stereo unspecified)
  4 | 1% | 3% | 2
> COc1ccccc1CNC(=O)CCNC(=O)Cn1cnc2ccccc2c1=O
  3 | -3% | -3% | 1
> CCCc1cc(=O)[nH]c(SCC(=O)c2cc(C)n(C)c2C)n1
  23 | -7% | 1% | 5
> CN(Cc1ccccc1)C(=O)c1ccc([N+](=O)[O-])o1
  5 | · | 1% | ·
> CCOc1ccccc1N1CCN(C(=O)CCCc2nc3ccccc3s2)CC1
  ? | · | -3% | 7
> CC(=O)Nc1ccc(S(=O)(=O)N2CCNC(=O)CC2)cc1
  40 | -5% | 0% | 1
> CCCNC1=CC(=O)CC(C)(C)C1
  38 | · | 0% | ·
> Cc1cc(Cl)c(OCCCn2ccnc2)c(Br)c1
  24 | · | -2% | ·
> CCCCCCn1c(CN2CCCC(C)C2)nc2c1c(=O)n(C)c(=O)n2C (stereo unspecified)
  ? | 19% | 1% | 6
> c1ccc(-n2nnnc2N2CCOCC2)cc1
  -24 | -6% | 0% | 13
> COC(=O)Oc1ccc(/C=C/C(=O)OC(C)C)cc1OC(=O)OC
  -13 | · | 2% | ·

Record cards, as listed above. Order of screens: PNC assembly inh	15-hLO-2 inh	ALOX12 inhib	IMPase inh
`CCSc1nnc(NC(=O)c2nc(-c3ccccc3)n(-c3ccccc3)n2)s1` across the screens: -3	38%[activator]	2%	2
`CCNC(=O)NC(=O)C(C)SCc1ccccc1C` (stereo unspecified) across the screens: ?	2%	3%	-1
`CC(=O)Nc1ccc(S(=O)(=O)N2CCNC(=O)CC2)cc1` across the screens: 40	-5%	0%	1
`COc1cc(OC)c(C2C(C#N)=C(N)OC3=C2C(=O)CC(C)(C)C3)cc1OC` (stereo unspecified) across the screens: ?	11%	-17%	8

Other records follow.
Each structure is followed by: PNC assembly inh | 15-hLO-2 inh | ALOX12 inhib | IMPase inh
> CCN(CC)c1ccc(-c2nn3c(-c4n[nH]c5c4CCC5)nnc3s2)cc1
  -99* | 18% | -1% | 1
> COCCNC(=O)C(c1ccccc1C)N(C(=O)Cn1nnc2ccccc21)c1cccnc1 (stereo unspecified)
  ? | · | 2% | ?
> CCC(=O)Nc1c(C)cc(C)cc1Cl
  ? | -9% | -1% | -2
> COc1cccc(NC(=O)N(Cc2cc3cc(C)cc(C)c3[nH]c2=O)CC2COCCO2)c1 (stereo unspecified)
  0 | 15% | 1% | -4
> CC(C)c1nn2c(=O)cc(O)nc2s1
  39 | · | 0% | -2
> CC(C)CNC(=O)c1c(N)n(/N=C/c2ccccn2)c2nc3ccccc3nc12
  -4 | -30% | -2% | -2
> Cc1ccccc1N=C1NC(=O)CS1
  -5 | 3% | 8% | 4
> Cc1c(Cl)cnc(NC(=O)CSc2nnc(C)n2Cc2ccccc2)c1Cl
  0 | 1% | -2% | ?
> Cc1cc(C)c2c(n1)nn1c(N3CCN(Cc4ccccc4)CC3)cc(C)nc21
  25 | 28% | -2% | 3
> CCn1c(-c2ccc(OC)c(OC)c2)n[nH]c1=S
  20 | 18% | 3% | 15
> COC(=O)c1cc(=O)n(CCc2ccc(OC)cc2)c(=Nc2ccc(F)c(Cl)c2)s1
  30 | 1% | -3% | 0
> CCCOc1ccc(C(=O)N2CC3(CC(c4cccc(NC(=O)[C@@H]5CCC(=O)N5)c4)=NO3)C[C@H]2C(=O)NC2(C(N)=O)CC2)cc1 (stereo partly specified)
  78 | 10% | 6% | 0
> NC(=O)CC[C@@H](N)C(=O)O
  · | -14% | -3% | -2
> Cn1c(=O)c(CCc2ccccc2)nc2cnc(Oc3ccccc3)nc21
  · | 4% | -2% | ·
> O=C(CCNc1cccc(Cl)c1)c1ccco1
  5 | -4% | 4% | -5
> O=C1C2C3c4ccccc4C(c4ccccc43)[C@@H]2c2nc3ccccc3n21 (stereo partly specified)
  3 | 51%[activator] | -2% | 2
> Cc1ccc(N2CCN(C3=NC(=O)/C(=C\c4cccs4)S3)CC2)cc1
  25 | -13% | 5% | -1
> CN(Cc1ccccc1)C(=O)c1ccccc1NC(=O)c1ccccc1
  ? | -3% | -3% | 6
> COc1cc2c(cc1OC)C(c1cc(OC)c(OC)c(OC)c1)NCC2 (stereo unspecified)
  0 | · | 7% | -7

Look-ups from the list:
IMPase inh result of COC(=O)c1cc(=O)n(CCc2ccc(OC)cc2)c(=Nc2ccc(F)c(Cl)c2)s1 stands at 0
IMPase inh result of NC(=O)CC[C@@H](N)C(=O)O stands at -2
15-hLO-2 inh result of Cn1c(=O)c(CCc2ccccc2)nc2cnc(Oc3ccccc3)nc21 stands at 4%
PNC assembly inh result of O=C1C2C3c4ccccc4C(c4ccccc43)[C@@H]2c2nc3ccccc3n21 (stereo partly specified) stands at 3
